# Screens as filed in PubChem.
# PvdQ inh = blocks Pseudomonas aeruginosa PvdQ acylase activity. purified PvdQ acylase, fluorescence plate reader. inhibition, % at 10 µM. actives 0.063% (n = 340,000); in the data active means inhibition above about 30%, passing the limit was not always enough;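 further: 0% = vehicle neutral wells and 100% = reference inhibitor wells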
# C-LANA FP = blocks KSHV LANA C-terminal domain binding to DNA. actives 0.078% (n = 340,000). inhibition, % at 9 µM. MBP-C-LANA/FAM-LBS DNA binding, fluorescence polarization;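 active means highest replicate inhibition at or above 60% at 9 µM, even if other replicates fall short; inactive means all replicates below 60% inhibition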;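 further: 0% = neutral control wells and 100% = 4 µM acridine orange control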
# RTF Ca sens inh = cardiac RTF calcium desensitization; AID 493244; IANBD-labeled cardiac RTF, Ca2+ fluorescence; P19429+P45379; inhibition, % at 7.15 µM; actives 0.12% (n = 340,000);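 active means inhibition above the mean inhibition of all tested compounds plus 3 SD, cut at about 17% in these data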;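 further: assay run at fixed EC70 calcium of 1.6 mM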
# cardiac RTF act = cardiac RTF calcium sensitization. actives 0.24% (n = 340,000). activation, % at 7.2 µM. IANBD-labeled TnC RTF fluorescence at EC20 calcium; 0% EC20 calcium, 100% full calcium. P19429+P45379;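 active means activation above the mean over all tested compounds plus 3 SD, cut at about 30% in these data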;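 further: rise in fluorescence read as greater calcium sensitivity of cardiac thin filaments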
# NSD2 inh = NSD2 (human) methyltransferase inhibition; O96028; NSD2 peptide methylation, AlphaScreen, 120 min; inhibition, % at 12.5 µM; actives 0.54% (n = 310,000); in the data active means inhibition above about 50%
# Rtt109 HAT inh = inhibitors of Candida albicans Rtt109/Vps75 histone acetyltransferase; purified Rtt109/Vps75, ThioGlo CoA-SH fluorescence, 4 h; Q5AAJ8; inhibition, % at 34.9 µM; actives 0.16% (n = 330,000);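 active means inhibition of at least 50% in every replicate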
# Target sequence (Q5AAJ8 whole entry, looked up): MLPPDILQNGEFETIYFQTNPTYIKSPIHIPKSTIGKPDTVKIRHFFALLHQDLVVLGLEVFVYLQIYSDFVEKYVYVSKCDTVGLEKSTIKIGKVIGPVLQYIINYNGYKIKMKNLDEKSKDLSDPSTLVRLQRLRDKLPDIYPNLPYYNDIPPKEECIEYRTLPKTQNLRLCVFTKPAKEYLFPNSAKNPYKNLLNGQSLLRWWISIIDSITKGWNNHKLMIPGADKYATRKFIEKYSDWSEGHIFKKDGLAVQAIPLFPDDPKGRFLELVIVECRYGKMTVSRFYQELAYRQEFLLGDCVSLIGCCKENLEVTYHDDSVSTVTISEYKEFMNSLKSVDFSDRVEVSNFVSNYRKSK
# CDK5 p35 inh = inhibitors of human CDK5/p35 kinase. Q00535+Q15078. actives 0.01% (n = 330,000). AID 488839. inhibition, % at 10 µM. Recombinant CDK5/p35, ADP-Glo luminescence, 60 min;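 active means highest replicate inhibition of at least 50% and at least 75% of replicates reaching 50%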;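 further: plate controls were DMSO neutral control for no effect and GW8510 at 10 µM for full effect; many of its hits are not listed in these tables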
# PfHsp90 set2 = growth inhibition of yeast expressing Plasmodium Hsp90; AID 504621; actives 0.32% (n = 310,000); S. cerevisiae expressing PfHsp90, BacTiter-Glo ATP, 48 h; yeast lacking PDR1 and PDR3 efflux regulators; inhibition, % at 9.4 µM;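 active means every replicate shows inhibition above about 80%, whatever the replicate mean, limit read from the data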;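 further: 0% = DMSO neutral controls and 100% = 20 µM radicicol positive controls; yeast relying on Plasmodium falciparum Hsp90 in place of its own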
# Mot1-301 SUMO = inhibitors of SUMOylation pathway: yeast Mot1-301 growth rescue. AID 2716. S. cerevisiae Mot1-301 growth rescue, ATP luminescence, 38.5C; percent above DMSO median, 100 means doubled. growth rescue, % at 18.8 µM. actives 1% (n = 320,000);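 active means every valid replicate shows activation above 250% relative to neutral control wells; inactive means the rest, any valid replicate at or below 250%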;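 further: OY570 slx delta 5 strain wells were the positive control but not used for scaling; some compounds called inactive have numbers as strong as hits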
# Keap1 Nrf2 FP = inhibitors of human Keap1-Nrf2 protein-protein interaction; Keap1 Kelch-Nrf2 peptide fluorescence polarization, 1536-well; inhibition, % at 9.4 µM; Q14145; actives 0.15% (n = 340,000); in the data active means inhibition above about 12%;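 further: human Keap1 Kelch domain with fluorescein labeled Nrf2 9mer peptide probe; 0% = neutral control wells and 100% = peptide positive control; higher means more block of Keap1 binding to Nrf2 peptide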
# dFosB act = enhances mouse delta FosB homodimer DNA binding; P13346; purified delta FosB, TAMRA-CDK5 oligo fluorescence polarization; percent of positive-control signal above neutral wells; activation, % at 25 µM; actives 0.99% (n = 340,000);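 active means mean activation above about 17%, with every replicate also reaching it, limit read from the data, passing the limit was not always enough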;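 further: fluorescence polarization rise as delta FosB binds a TAMRA Cdk5 AP-1 oligo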
# Target sequence (P13346 whole entry, looked up): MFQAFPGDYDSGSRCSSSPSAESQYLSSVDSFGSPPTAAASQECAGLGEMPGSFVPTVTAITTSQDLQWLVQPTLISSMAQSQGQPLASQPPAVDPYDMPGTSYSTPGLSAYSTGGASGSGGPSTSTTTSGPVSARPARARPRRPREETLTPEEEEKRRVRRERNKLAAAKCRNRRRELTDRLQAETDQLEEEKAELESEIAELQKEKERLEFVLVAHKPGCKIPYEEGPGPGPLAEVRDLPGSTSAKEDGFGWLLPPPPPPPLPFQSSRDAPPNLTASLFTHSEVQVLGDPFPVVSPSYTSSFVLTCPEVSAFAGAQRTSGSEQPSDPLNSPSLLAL
# * = called active by the depositor; . = not tested or not shown.
SMILES,PvdQ inh,C-LANA FP,RTF Ca sens inh,cardiac RTF act,NSD2 inh,Rtt109 HAT inh,CDK5 p35 inh,PfHsp90 set2,Mot1-301 SUMO,Keap1 Nrf2 FP,dFosB act
COc1cccc(CC(NC(C)=O)C(=O)NC2CCN(c3c(Cc4ccccc4)c(C)nc4ncnn34)CC2)c1 (configuration not stated),-4,1.8,-8,-2,-8,-1,1.0,8,-13,2,-11
Cc1ccc(CNC(=O)CN2C(=O)NC(C)(c3cccc(Br)c3)C2=O)cc1 (configuration not stated),-8,-2.6,-4,-3,-3,-5,0.9,22,7,-5,-5
CC(C)c1c(C(=O)N/N=C/c2ccc(C(F)(F)F)cc2)nnn1-c1nonc1N,10,-0.6,7,-6,-2,9,-0.8,-5,17,0,-9
O=[N+]([O-])c1cc(/C=N/N2CCCCC2)ccc1Cl,-2,-1.7,2,2,7,9,0.4,5,9,1,-2
O=C(CC1SC(N2CCCC2)=NC1=O)Nc1ccc(C(=O)NCCOc2ccccc2F)cc1 (configuration not stated),5,.,-1,-5,1,.,0.5,-3,.,.,7
Cn1nc(C(=O)Nc2ccc(Cl)c(S(=O)(=O)N3CCOCC3)c2)c2ccccc2c1=O,-6,-1.9,-6,-2,1,-1,-0.1,-14,-6,-5,-18
Cc1cc(C)c(NC(=O)CCCn2c(=O)oc3ccccc32)c(C)c1,3,-1.0,-3,-4,2,6,1.9,0,-2,-3,5
O=C1/C(=C/c2cccs2)SC(=S)N1c1ccccc1,-13,-0.7,-11,3,.,-6,0.3,-41,255,-1,3
O=C(CCNC(=O)c1ccccc1)OCN1C(=O)c2ccccc2C1=O,0,-5.0,10,2,1,-4,-0.5,16,-2,3,-1
O=C(Nc1ccc2c(c1)OCO2)c1ccc(Cl)nc1,-3,-1.7,4,0,.,5,3.6,18,.,1,8
CC1(C)CC2(CCCN(CC(O)(c3ccccc3)c3ccccc3)C2)CCO1 (configuration not stated),-11,0.5,-11,8,2,1,-3.3,0,-9,0,-8
Cc1ccc(C(c2nnnn2CC2CCCO2)N2CCN(C(=O)c3ccco3)CC2)cc1 (configuration not stated),-12,0.5,-6,0,-2,-1,-0.4,26,-9,3,-10
Cn1cc(C2=C(c3ccc(Cl)cc3Cl)C(=O)NC2=O)c2ccccc21,-6,10,-50,47*,.,-10,0.2,8,-4,-11,-16
COc1ccc(CN2CSC(=S)N(Cc3ccccc3)C2)cc1,6,-0.6,-2,-12,-1,-10,1.6,17,113,-2,-9
COc1cccc(CNc2nc3ccc(C)cc3n3cnnc23)c1,-6,3.9,-1,3,3,5,-0.5,-21,65,-4,-1
COc1cc(OC)c(OC)cc1CNC(=O)c1cc(S(=O)(=O)N2CCOCC2)ccc1F,-6,0.1,0,-8,0,6,-2.5,-25,-16,2,-8
COc1ccc(Cl)cc1S(=O)(=O)N1CCCC1=O,-19,0.7,2,3,0,-9,-3.1,-49,-11,1,3
Cc1[nH]c2ccccc2c1C(=O)C(C)OC(=O)c1ccc([N+](=O)[O-])o1 (configuration not stated),-10,-0.1,-3,8,27,-4,3.9,.,-11,-5,-6
Cc1ccccc1S(=O)(=O)Nc1cccnc1,-14,-1.1,-7,2,-1,-7,-2.3,9,-17,-2,-1
Cn1cc(C=O)c2ccccc21,-2,0.1,-4,-7,.,0,-5.1,29,37,-3,0
CCc1c(C(=O)NCc2ccccc2Cl)[nH]c(C)c1C(C)=O,-14,-1.5,-11,-1,9,-24,-1.0,2,-7,2,-6
Fc1ccc(/C=N/Nc2cc(N3CCOCC3)ncn2)cc1,-17,-0.6,1,-3,-5,-4,5.2,4,218,-2,8
COc1ccc(C2CC(=O)Oc3cc(C)cc(C)c32)cc1 (configuration not stated),-11,2.2,-6,0,.,11,-0.7,-34,.,-5,-2
Brc1[nH]nc2ccccc12,-6,0.5,-8,6,-3,-1,-14,-28,2,-2,-4
Cn1cccc1CNC(=O)Nc1ccc(Cl)cc1,5,-0.5,0,-5,-2,-3,0.0,4,-9,-7,-7
CC(C(=O)NCCc1ccccc1)N1c2cccc3cccc(c23)S1(=O)=O (configuration not stated),-16,1.0,-12,5,16,-4,2.4,-20,-3,-2,-12
COc1cc(-c2noc(C)c2C#Cc2ccc(N)cc2)cc(OC)c1OC,-13,-1.2,-14,-1,.,6,-0.1,-8,-20,-5,-15
CCCn1c(O)c(C=Nc2ccccc2)sc1=S,-12,-0.6,1,0,-1,-7,1.3,7,-19,2,6
C/C(Cl)=C/Cn1c(SCC(C)C)nc2c1c(=O)[nH]c(=O)n2C,-18,6.7,-4,-2,1,3,-0.4,-5,-2,-5,1
COCCCNC(=O)CN(c1ccc(OC)cc1)S(=O)(=O)c1ccc(NC(C)=O)cc1,-8,-1.4,0,1,3,0,0.8,-18,-6,0,-3
O=S1(=O)N=C(N2CCCC2)c2ccccc21,-17,3.2,-13,3,0,-6,2.9,-5,8,1,-3
Cc1ccc2nc(CCCc3nc4ccc(C)cc4[nH]3)[nH]c2c1,6,-2.6,-7,1,-1,7,2.9,-9,.,-3,-5
COc1ccc(NC(=O)C/C(C)=N/NC(=O)c2ccco2)c([N+](=O)[O-])c1,-17,-0.1,2,-1,3,12,1.9,7,8,-4,-2
O=C(O)c1ccc(CSC2CCCCC2)cc1,-5,0.3,-2,1,-3,-13,1.0,-3,-17,-5,-4
CCCCNC(=O)CC1N=C2c3ccccc3N=C(SCC(=O)Nc3ccccc3OC)N2C1=O (configuration not stated),-10,-0.6,-35,4,3,-2,1.4,9,-20,-5,-8
CC(=O)c1ccc(O)c(CC=C(C)C)c1O,5,-0.4,2,1,.,0,2.7,.,29,0,-3
CCN(C(=O)CN(C)Cc1cccc(Cl)c1Cl)c1c(N)n(Cc2ccccc2)c(=O)[nH]c1=O,-7,-1.1,-2,6,0,1,-1.2,23,10,-6,7
O=C(O)C1=C[C@@H](C2CC2)C[C@@H](OCc2ccc(CO)cc2)O1,-7,0.7,-1,0,.,-2,-1.5,6,426,-2,6
O=C(c1cccnc1)N1CCN(S(=O)(=O)c2ccc(F)cc2)CC1,-11,-0.6,-1,-1,-1,4,-0.1,1,.,-3,0
COc1cc(CN2CCC(n3nccc3NC(=O)C3CC3)CC2)cc(OC)c1,-7,0.4,1,3,10,-7,-0.2,4,25,2,-4

# Compounds from the list above that contain a COOH group (2):
SMILES,PvdQ inh,C-LANA FP,RTF Ca sens inh,cardiac RTF act,NSD2 inh,Rtt109 HAT inh,CDK5 p35 inh,PfHsp90 set2,Mot1-301 SUMO,Keap1 Nrf2 FP,dFosB act
O=C(O)c1ccc(CSC2CCCCC2)cc1,-5,0.3,-2,1,-3,-13,1.0,-3,-17,-5,-4
O=C(O)C1=C[C@@H](C2CC2)C[C@@H](OCc2ccc(CO)cc2)O1,-7,0.7,-1,0,.,-2,-1.5,6,426,-2,6

# Continuation:
SMILES,PvdQ inh,C-LANA FP,RTF Ca sens inh,cardiac RTF act,NSD2 inh,Rtt109 HAT inh,CDK5 p35 inh,PfHsp90 set2,Mot1-301 SUMO,Keap1 Nrf2 FP,dFosB act
COc1ccc(S(=O)(=O)N2CCC(C(=O)NCCC(=O)NCc3ccccc3OC)CC2)cc1,-6,-0.9,-9,-2,2,-1,2.9,6,-31,2,2
COc1ccc(CCNC(=O)CCS(=O)(=O)c2ccc(Br)cc2)cc1OC,-9,0.7,-4,-5,0,1,2.2,-1,-18,-3,-2
N#Cc1cc(C(=O)c2ccccc2OCC(=O)Nc2ccccc2Cl)cn(C2CCCCC2)c1=O,2,0.0,4,-1,-2,5,-0.9,-22,-18,1,-2
Fc1ccc(-n2c(CN3CCCCC3)n[nH]c2=S)cc1,-18,1.5,-7,1,0,-14,1.6,13,4,-4,5
Cc1ccc(NCC(=O)Nc2cccc(F)c2)cc1S(=O)(=O)N1CCCCCC1,-15,0.5,-16,2,-2,5,-1.4,-11,-23,5,4
COc1ccc(C2C(C#N)=C(N)Oc3cc(C)[nH]c(=O)c32)c(OC)c1OC (configuration not stated),-13,-0.4,-15,4,0,0,0.3,-20,-2,-2,1
O=C(COC(=O)c1cccc(-n2cnnn2)c1)c1ccc(Br)cc1,-9,-1.3,-5,2,-2,1,-0.4,.,-19,-3,-12
Cc1cccc(C(=O)OCC(=O)NN2C(=O)NC3(CCCCC3)C2=O)c1,-8,-2.2,-4,3,12,2,-2.7,-10,31,-5,-9
N#CCC(CNc1ncc(C(F)(F)F)cc1Cl)OC(=O)c1ccc(Cl)cc1 (configuration not stated),-1,-0.4,-7,0,-1,-8,-0.1,-12,-13,2,-11
Cc1ccc(OCC(O)CN2C(=O)NC(C)(C)C2=O)cc1 (configuration not stated),-14,-0.6,1,4,0,-14,0.1,2,1,-1,-1
CC(=O)c1ccn(S(=O)(=O)c2ccc(Cl)cc2)c1,-19,-3.8,-7,-3,-3,-12,0.9,-2,-1,-3,-2
Cc1nn(-c2ccccc2)c(C)c1/C=N/NC(=O)c1cc(-c2ccc(Cl)s2)[nH]n1,4,1.0,0,1,-2,9,3.0,.,3,8,-3
Cc1cc([N+](=O)[O-])c2ccccc2c1NS(=O)(=O)c1ccccc1,-13,-1.8,-9,1,11,0,-0.1,-29,.,-1,-9
CCCCCOc1ccc(/C=C/C(=O)NCCc2nc3ccccc3[nH]2)cc1OC,3,-0.9,0,-6,-2,-1,-0.2,31,868,-1,7
Cc1cccc(N(Cc2cc(=O)[nH]c3ccccc23)C(=O)C(C)C)c1,-13,1.0,2,3,1,-4,0.0,-42,12,1,-6
CCn1c(-c2cccc(Cl)c2)n[nH]c1=S,-15,-3.0,8,2,2,-6,1.3,-3,-2,-3,6
O=C(/C=C\c1ccco1)Nc1nc(-c2ccc3ccccc3c2)cs1,17,1.5,12,12,-1,-7,0.6,-9,-7,-3,7
CC(=O)Oc1ccc2c(c1)c(C(C)=O)c(C)n2C,4,-0.6,6,-5,.,31,-1.6,21,0,2,-3
CCC(=O)Nc1ccc2oc(-c3ccccc3Br)nc2c1,-14,0.5,-3,2,-2,10,0.5,-13,15,-9,-3
CC1CCCCN1Cc1nc2c(c(=O)n(C)c(=O)n2C)n1Cc1c(F)cccc1Cl (configuration not stated),-2,1.0,-10,3,.,0,1.1,27,-16,1,-11
CC(=O)c1ccc(S(=O)(=O)Nc2ccc3c(c2)OCO3)cc1,6,-0.9,-3,1,33,20,0.1,.,43,-4,-7
CC(=O)c1c(C(C)=O)c(C)n(-c2ccc(C(=O)O)cc2)c1C,-5,0.7,5,2,1,-23,0.1,-21,-8,-5,10
COc1ccc(Br)c(C(=O)OCc2cc(=O)oc3cc(C)ccc23)c1,1,-0.2,-21,-2,2,7,2.3,-9,-10,5,-5
COc1ccc(-c2c3c(=O)n(C)c(=O)n(C)c3cn2Cc2ccccn2)cc1,-6,1.9,-4,8,11,-4,0.0,6,-3,0,-2
CC(=O)OCC1=C(C(=O)O)N2C(=O)C(NC(=O)c3ccc(COc4c(C)cccc4Cl)o3)C2SC1 (configuration not stated),3,6.9,-2,-1,.,.,0.0,-7,.,-5,-8
